Screens deposited in PubChem BioAssay by The Scripps Research Institute Molecular Screening Center.
OPRK1 antag MB – OPRK1 (human) antagonism, Maybridge screen; inhibition, % at 9 µM; AID 652031; OPRK1 cells, antagonist mode, fluorescence readout; P41145; actives 0.4% (n = 16,000); in the data active means inhibition above about 50%
Target sequence (P41145 whole entry, looked up): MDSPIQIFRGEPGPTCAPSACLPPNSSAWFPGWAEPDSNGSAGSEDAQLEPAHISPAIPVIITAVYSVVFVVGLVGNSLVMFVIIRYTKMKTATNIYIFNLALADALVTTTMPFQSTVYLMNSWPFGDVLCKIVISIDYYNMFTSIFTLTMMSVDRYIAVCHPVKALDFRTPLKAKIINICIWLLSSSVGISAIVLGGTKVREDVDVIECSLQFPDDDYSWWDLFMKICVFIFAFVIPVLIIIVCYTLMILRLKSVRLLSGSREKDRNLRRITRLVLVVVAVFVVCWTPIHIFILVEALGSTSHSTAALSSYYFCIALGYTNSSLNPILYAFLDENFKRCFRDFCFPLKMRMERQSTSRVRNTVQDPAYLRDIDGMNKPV
TLR4 MyD88 blk – blocks binding of human TLR4 to MyD88 | AID 811 | Cell-based TLR4-MyD88 binding inhibition assay | actives 0.06% (n = 16,000) | inhibition, % at 10 µM; in the data active means inhibition above about 45%
PME-1 Maybr inh – inhibitors of human PME-1 in Maybridge library; Q9Y570; recombinant PME-1, FP-Rh probe fluorescence polarization; inhibition, % at 9 µM; actives 0.5% (n = 16,000); in the data active means inhibition above about 30%
S1P1 ag – activates the human S1P1 receptor | activation, % at 4.5 µM | actives 1.5% (n = 16,000) | S1P1 agonist cell-based reporter assay | P21453 | AID 1044; in the data active means activation above about 80%
Nox1 inhibitor – blocks human NADPH oxidase 1 activity; HT29 cells, luminol chemiluminescence ROS; actives 0.81% (n = 16,000); inhibition, % at 6.7 µM; Q9Y5S8
Target sequence (Q9Y5S8 whole entry, looked up): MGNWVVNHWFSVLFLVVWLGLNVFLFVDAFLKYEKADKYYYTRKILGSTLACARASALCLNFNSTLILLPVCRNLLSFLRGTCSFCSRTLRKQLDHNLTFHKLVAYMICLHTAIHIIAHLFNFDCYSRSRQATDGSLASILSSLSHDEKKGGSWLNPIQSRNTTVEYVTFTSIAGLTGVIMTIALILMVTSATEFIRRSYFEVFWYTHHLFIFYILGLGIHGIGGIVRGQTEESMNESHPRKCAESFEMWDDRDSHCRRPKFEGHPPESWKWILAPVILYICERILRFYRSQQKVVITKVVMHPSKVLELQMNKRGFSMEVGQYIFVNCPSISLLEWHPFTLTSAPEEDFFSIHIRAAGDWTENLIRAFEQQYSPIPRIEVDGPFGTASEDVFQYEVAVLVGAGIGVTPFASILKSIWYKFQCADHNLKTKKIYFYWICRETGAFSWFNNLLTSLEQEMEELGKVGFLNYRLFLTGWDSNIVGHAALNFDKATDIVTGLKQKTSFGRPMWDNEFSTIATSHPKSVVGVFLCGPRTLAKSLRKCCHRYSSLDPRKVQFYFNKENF
NOTCH agonist – NOTCH pathway agonism; activation, % at 2.5 µM; NOTCH signaling luciferase reporter cells, luminescence; AID 434982; actives 0.4% (n = 15,000); in the data active means activation above about 2.2%
rat GALR2 agon – GALR2 (rat) receptor agonism; cell-based GALR2 agonist screen; activation, % at 10 µM; actives 0.5% (n = 16,000); in the data active means activation above about 15%
luminol inh ctr – luminol signal inhibition, Nox1 inhibitor counter-screen; HRP/luminol/H2O2 chemiluminescence counterscreen; inhibition, % at 6.7 µM; actives 0.4% (n = 16,000); AID 1823; further: reference of the scale not given here
Numbers without * were called inactive; . = not tested or not shown. Unless noted, no stated cut-off is given here; in the data, active means inhibition above about 75%; inactive means the rest.

compound	rat GALR2 agon	S1P1 ag	NOTCH agonist	Nox1 inhibitor	TLR4 MyD88 blk	PME-1 Maybr inh	luminol inh ctr	OPRK1 antag MB
Cc1cc(C(=O)NCc2ccc(N3CCN(C)CC3)cc2)no1	-6	25	-1.1	-47	-1	5	3	13
OC(CSc1ccccc1)CN1CCC(Nc2nccc(C(F)(F)F)n2)CC1 (stereo not given)	-6	-5	0.1	-15	-6	3	-3	.
O=C(Nc1ccc(OCc2ccccc2)cc1)N1CCCN(c2c(Cl)cncc2Cl)CC1	-8	62	-1.2	12	-15	-10	-40	7
Cc1cc(N2C(=O)c3ccccc3C2=O)n(C)n1	-1	0	0.6	-2	-6	8	3	10
COc1ccc(NC(CC(=O)C2CC2)c2ccccc2)cc1 (stereo not given)	-7	-4	-0.5	20	6	1	3	-2
N#Cc1nccnc1N1CCN(C(=O)c2ccccc2)CC1	-3	-3	-0.2	-2	5	8	-4	12
CC(=O)c1ccccc1OC(=O)c1c(Cl)cccc1Cl	-1	48	-0.2	-18	4	1	-1	9
COC(=O)CO/N=C/c1ccc(Cl)cc1Cl	-4	14	0.8	-42	0	-2	2	8
NC(=NC(=O)c1ccc(OCC(F)(F)F)nc1)c1ccc(C(F)(F)F)cc1	-9	-18	-0.8	-43	-4	-4	-4	9
Cc1nc([N+](=O)[O-])cn1CC(=O)c1ccc2c(c1)OCCCO2	-2	-2	-0.1	-8	-5	4	-5	16
CC(=O)Nc1cc2cc(NC(=O)c3ccc([N+](=O)[O-])cc3)ccc2oc1=O	-4	-3	0.4	2	-5	-1	-2	6
COC(=O)C1CCC(NC(C)=O)C(C(=O)OC)C1 (stereo not given)	-7	-7	-0.5	-42	-3	-1	3	16
O=C1c2ccccc2NC(c2cc(Cl)cc(Cl)c2O)N1Cc1cccnc1 (stereo not given)	-10	16	-0.6	-38	11	17	12	-3
O=C(CCOc1ccc(F)cc1)Nc1nccs1	-4	4	-0.1	-2	-2	5	-2	2
CC(=O)Nc1cccc(C(C)(C)C)c1	-3	8	-0.5	-35	4	-1	-1	1
CCOC(=O)c1cc(=O)n(C)c2c1c(=O)oc1ccccc12	-5	-11	-0.4	-4	6	-1	4	16
O=C(C=C1SCCS1)c1cccc(C(F)(F)F)c1	-8	5	-0.6	18	9	6	-4	-4
COc1ccc(S(=O)(=O)Oc2nc(-c3cccs3)n(-c3ccccc3)n2)cc1	-10	-9	2.0	-26	-3	-1	-4	6
O=S(=O)(c1cccc2nsnc12)N1CCN(Cc2ccccc2)CC1	-7	12	-0.5	-42	0	2	2	-40
N#Cc1nccc2ccccc12	-6	-8	-0.5	-21	-2	-2	1	-15

Profiles as entered above.
Entry for `CC(=O)Nc1cc2cc(NC(=O)c3ccc([N+](=O)[O-])cc3)ccc2oc1=O` = rat GALR2 agon: -4; S1P1 ag: -3; NOTCH agonist: 0.4; Nox1 inhibitor: 2; TLR4 MyD88 blk: -5; PME-1 Maybr inh: -1; luminol inh ctr: -2; OPRK1 antag MB: 6
Entry for `Cc1nc([N+](=O)[O-])cn1CC(=O)c1ccc2c(c1)OCCCO2` = rat GALR2 agon: -2; S1P1 ag: -2; NOTCH agonist: -0.1; Nox1 inhibitor: -8; TLR4 MyD88 blk: -5; PME-1 Maybr inh: 4; luminol inh ctr: -5; OPRK1 antag MB: 16

Later entries
compound	rat GALR2 agon	S1P1 ag	NOTCH agonist	Nox1 inhibitor	TLR4 MyD88 blk	PME-1 Maybr inh	luminol inh ctr	OPRK1 antag MB
Cc1[nH]c(=S)[nH]c(=O)c1Oc1ccc(F)cc1	-8	-2	0.1	-42	1	2	2	-6
O=C(c1cccc(Cl)c1F)n1nccc1-c1ccc(-c2cccs2)s1	-3	-13	-0.3	-45	5	2	1	23
Cn1c(CSc2cccs2)nnc1SCc1ccccc1	-4	1	0.1	-3	-11	5	-3	10
CC(C)Sc1n[nH]c(=O)n1-c1ccccc1	-4	1	0.6	7	-5	2	-3	-2
CCOC(=O)c1ccc(Oc2ncc(C(F)(F)F)cc2Cl)cc1	-9	3	-0.6	-25	3	0	0	-4
O=C(NCc1cc(F)cc2c1OCOC2)c1ccc(Oc2cc(Cl)cc(Cl)c2)o1	-4	-11	-0.3	33	-10	-6	-4	-15
N/C(=N\OC(=O)c1ccc([N+](=O)[O-])o1)c1ccc(OCc2ccc(Cl)cc2)c(Cl)c1	-5	-9	-0.5	5	0	29	-7	19
Cc1ccc(Cl)cc1NC(C#N)c1ccccc1 (stereo not given)	-4	6	-0.1	-5	-7	6	-3	3
O=C(c1cc2ccccc2oc1=O)N1CCc2cc([N+](=O)[O-])ccc21	-3	4	-0.7	13	3	-2	-8	-1
CCOC(=O)c1c(NC(=O)c2cc(S(=O)(=O)C(C)C)c(SC)s2)sc(C)c1C	4	4	0.3	9	-4	0	-6	1
O=C(c1ccc(Cl)cc1)n1ccc(-c2cccc([N+](=O)[O-])c2)n1	26*	-16	0.0	-54	4	-8	2	6
Cc1nc(Cc2c(Cl)cccc2Cl)sc1C(=O)NN	-7	-3	-0.5	-7	-10	2	0	-20
Cc1csc2ncnc(NNS(=O)(=O)c3cc(C(F)(F)F)cc(C(F)(F)F)c3)c12	-7	16	0.1	102*	3	-6	3	-18
N#Cc1cc([N+](=O)[O-])ccc1Sc1ccc(Cl)cc1	-5	12	0.0	-43	5	4	2	-4
Nc1ccc2c(c1)OCCCO2	-7	-5	0.0	-57	-6	-4	2	6
CC(=O)OCc1ccc(/C=C(\C#N)S(C)(=O)=O)o1	-7	-3	-0.8	-48	7	-2	5	-10
CC(C)(CC(=O)N1CCN(c2ccccc2)CC1)Sc1ccc(Cl)cc1	-7	6	0.3	-68	2	0	-2	-17
COc1ccc(-c2cc(N)n(-c3ccc(Cl)c(Cl)c3)n2)cc1	-4	-7	-0.1	-15	1	14	3	2
CSc1ncccc1C(=O)Nc1ccc2c(c1)C(=O)OC2	-9	1	1.0	-35	-16	-1	4	-31
COc1cccc(CC(=O)NNC(=O)c2ccc3nccnc3c2)c1	-7	-3	-0.3	-57	1	5	-1	-1

Retrieved one by one from the entries so far (5):
compound	rat GALR2 agon	S1P1 ag	NOTCH agonist	Nox1 inhibitor	TLR4 MyD88 blk	PME-1 Maybr inh	luminol inh ctr	OPRK1 antag MB
COc1cccc(CC(=O)NNC(=O)c2ccc3nccnc3c2)c1	-7	-3	-0.3	-57	1	5	-1	-1
O=C(c1ccc(Cl)cc1)n1ccc(-c2cccc([N+](=O)[O-])c2)n1	26*	-16	0.0	-54	4	-8	2	6
CCOC(=O)c1c(NC(=O)c2cc(S(=O)(=O)C(C)C)c(SC)s2)sc(C)c1C	4	4	0.3	9	-4	0	-6	1
Cc1cc(N2C(=O)c3ccccc3C2=O)n(C)n1	-1	0	0.6	-2	-6	8	3	10
OC(CSc1ccccc1)CN1CCC(Nc2nccc(C(F)(F)F)n2)CC1 (stereo not given)	-6	-5	0.1	-15	-6	3	-3	.

Continuation:
compound	rat GALR2 agon	S1P1 ag	NOTCH agonist	Nox1 inhibitor	TLR4 MyD88 blk	PME-1 Maybr inh	luminol inh ctr	OPRK1 antag MB
Cc1cccc(NC2=C(C#N)C(=O)NC3(CCCC3)S2)c1	-6	4	-0.2	-4	5	-1	8	4
COc1ccc(NC(C)=O)c(NC(=S)Nc2ccc(C)cc2C)c1	-1	4	0.3	-38	4	3	-13	13
CNC(=O)c1cccc2cccc(S(=O)c3cccc4cccc(C(=O)O)c34)c12 (stereo not given)	-6	24	-0.2	-62	10	-7	2	5
O=C1Oc2ccc(Br)cc2CC1C(=O)N1CCCCC1 (stereo not given)	-1	-7	-0.6	-94	1	1	0	-14
CC(=O)OC(C(=O)O)c1ccccc1 (stereo not given)	0	-18	0.2	-6	2	2	-4	10
O=S1(=O)CCN(Cc2ccc(NS(=O)(=O)c3cccs3)cc2)CC1	0	-10	-0.5	-47	4	-1	2	-8
CS(=O)(=NC(=O)c1ccccc1)c1ccsc1 (stereo not given)	-3	-12	0.1	-8	6	5	-4	15
O=C(NNC(=O)c1ccccc1[N+](=O)[O-])c1cc2c(s1)-c1ccccc1CC2	-9	-6	2.4*	3	-11	4	18	5
CSc1ncc2c(=O)[nH]cnc2n1	-1	18	-0.2	-100	15	-2	3	18
Cc1ccc(Sc2ccc(C#N)cc2[N+](=O)[O-])cc1	-9	45	-0.5	-27	12	9	3	16
CCCc1ccc(-c2ccc(C#N)cc2)nc1	-6	46	0.3	-3	-3	3	-3	-9
CC1(C)CC(=O)c2c(SCCOC(=O)c3ccccc3Cl)sc(C#N)c2C1	-5	97*	-0.4	26	-18	0	-4	-14
CC(C)(C)c1cc2nc(C(F)(F)F)cc(SCCOC(=O)c3cccs3)n2n1	-7	-1	-0.4	19	1	3	-6	49
CSc1cccc(NC(C#N)c2ccccc2)c1 (stereo not given)	-2	10	-0.4	17	-3	9	-7	1
CCOC(=O)c1c(-c2ccc(C)cn2)csc1N	-3	-6	-1.1	-45	0	3	20	20
COC(=O)c1sc(SC)c(C#N)c1-c1ccco1	-3	7	-0.3	23	-1	0	-4	13
O=C(Nc1cc(Cl)cc(Cl)c1)Nc1cccnc1N1CCC(C(F)(F)F)CC1	-9	0	0.0	35	0	-80	-1	5
COc1ccc(/C=C2\SC3C(C#N)=C(c4ccc(OC)cc4)C(C#N)=C(N)N3C2=O)cc1 (stereo not given)	-5	-9	-0.7	20	-2	-5	-7	-7
COc1cc(-n2c(SCC(=O)c3ccccc3)nc3ccccc3c2=O)c(OC)cc1Cl	-6	-3	0.4	-34	-2	-4	-1	-19
Cc1nc(C(F)(F)F)ccc1C(=O)Sc1ccc(F)cc1	-4	2	-6.1	-43	-2	0	0	12
Clc1cncc(Cl)c1N/N=C/C1CC2C=CC1C2 (stereo not given)	-2	24	-0.3	37	6	3	-4	1
CC(C)C1NC(=O)CNC1=O (stereo not given)	-2	-12	-0.1	-27	12	2	-1	16
N#Cc1c(Oc2cccnc2)ccc([N+](=O)[O-])c1Oc1cccnc1	-8	12	-0.6	-12	13	-3	4	3
C#CC(CC)(CC)NC(=O)Nc1cnccc1C(F)(F)F	-4	-12	-0.2	-50	-1	7	2	4
O=C(Nc1ccccc1N1CCOCC1)c1ccccc1	-8	-7	-0.1	18	-9	3	-3	-3
Cc1c(OCc2ccc(Cl)c(Cl)c2)ccc(C(=O)/C=C/N(C)C)c1O	-4	-5	-0.2	-27	6	0	-2	3
NC(=O)c1ccc(-c2csnn2)cc1	-4	8	0.9	-5	3	5	0	14
CCOC(=O)c1ccc(NC(=O)CSc2ccccn2)cc1	-3	0	-0.5	-21	2	-1	4	-13
CC1(C)N=C(NC(=O)Nc2ccccc2)N(c2ccccc2)O1	-4	6	0.7	51	-8	5	-3	-26
O=C(Nc1ccc(Cl)cc1)n1nccc1-c1ccc([N+](=O)[O-])cc1Cl	-2	-13	-0.1	-39	10	0	0	24
CCOC(=O)c1cc2c(N3CCOCC3)nccc2nc1C(F)(F)F	-6	-19	0.1	6	-16	-3	-4	-14
CCOC(=O)NC(=S)N1CCCC1	-6	-9	.	-20	0	2	3	8
CCOC(=O)CNc1cc(S(=O)(=O)N(C)C)ccc1C	-2	0	-0.5	-32	12	2	-1	-14
Cc1c(-c2csc(-c3ccc4c(c3)OCCO4)n2)cnn1-c1ccccc1	-4	27	-0.3	34	-5	-7	-8	5
COC(=O)c1[nH]c(-c2ccccc2)c(C)c1C(=O)OC	-7	-5	0.1	15	0	-3	-1	0
CCOC(=O)c1ccc(OC(=O)c2ccc(Cl)cc2[N+](=O)[O-])cc1	-4	-9	-0.4	-8	-6	2	-4	-8
COc1ccc(CNCC(O)COc2ccc(C)cc2[N+](=O)[O-])cc1 (stereo not given)	-8	-14	-1.1	-55	4	-4	1	-1
COC(=O)c1ccc(S(=O)(=O)NCc2csc3ccc(Cl)cc23)n1C	-6	24	-1.0	-95	11	8	3	-1
N/C(=N\O)c1c(-c2ccccc2)cc(-c2ccc(F)cc2)[nH]c1=O	-1	-10	0.2	-15	2	2	-1	0
COc1ccc(/C=N/Nc2ncnc3cc(C(C)(C)C)sc23)cc1	-5	2	-0.8	-45	3	2	5	-55
O=[N+]([O-])c1ccc(N2CCN(c3ccc([N+](=O)[O-])cc3CO)CC2)c(CO)c1	-6	82*	-0.4	-74	3	-1	5	-3
O=C(NC1CCSC1)c1ccccc1NS(=O)(=O)c1ccccc1 (stereo not given)	-10	3	-0.5	-6	-8	8	-5	-8
O=C1CC(c2ccccc2)N(c2cccc(C(F)(F)F)c2)C(=S)N1 (stereo not given)	-3	37	-0.5	8	-2	21	-4	3
O=C(N/N=C/c1ccc([N+](=O)[O-])s1)c1nc(-c2ccc([N+](=O)[O-])o2)no1	-5	-17	-0.6	-4	-3	2	5	9
Cn1cc(C(=O)c2ccc(Cl)cc2)cc1/C=C(\C#N)S(=O)(=O)c1ccc(C(F)(F)F)cn1	-7	-8	-0.1	-20	-5	-2	3	-5
